Source: PubChem
RXFP1 ag = agonists of human relaxin receptor RXFP1. HEK293T-RXFP1 cAMP TR-FRET, 30 min; response scale: percent of porcine relaxin response, buffer zero. Potency, µM (top dose mostly 57.5 µM), inactives show at the highest dose activation, usual class: activators. 370,000 compounds, 0.3% hits; note: potency is the fitted concentration of half-maximal effect; % is set by controls: 0 for no effect and ±100 for the full control effect; nearly all actives have a fitted effect of over 60% in size; many of its hits are not listed in these tables
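cAMP rise read by TR-FRET after 30 min, 37C compound exposure (up to 58 uM) in RXFP1-transfected HEK293 cells with Ro 20174 present. EC50 from Hill-equation fits, with 29 nM porcine relaxin as 100% and buffer as basal.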
D1 PAM = human D1 dopamine receptor positive modulation; HEK293 TREx D1 cells, calcium flux, dopamine EC20 potentiation; 360,000 compounds, 0.036% hits; P21728; potentiation, % at 10 µM; in the data active = potentiation above about 30%; note: 0% is about no effect
Target sequence (P21728 whole entry, looked up): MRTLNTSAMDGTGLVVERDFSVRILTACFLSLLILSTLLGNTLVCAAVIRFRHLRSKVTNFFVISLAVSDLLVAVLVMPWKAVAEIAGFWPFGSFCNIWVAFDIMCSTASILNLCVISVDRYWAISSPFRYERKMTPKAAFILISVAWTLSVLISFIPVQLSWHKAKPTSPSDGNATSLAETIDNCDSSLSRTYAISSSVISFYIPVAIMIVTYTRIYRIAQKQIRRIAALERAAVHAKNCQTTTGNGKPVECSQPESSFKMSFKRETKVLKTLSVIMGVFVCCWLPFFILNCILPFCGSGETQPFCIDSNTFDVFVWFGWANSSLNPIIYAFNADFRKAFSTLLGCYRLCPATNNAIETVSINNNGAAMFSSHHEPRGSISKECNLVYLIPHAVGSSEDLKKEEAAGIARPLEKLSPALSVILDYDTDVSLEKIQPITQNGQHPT
RXFP1 antagonist = antagonists of human relaxin receptor RXFP1. HEK293-RXFP1, relaxin-stimulated cAMP HTRF, 30 min; hits give low values. activity change, negative = inhibition, % at 57.5 µM. 350,000 compounds, 0.59% hits. AID 1259400;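 active = activity change of -60% or lower, but not beyond a set lower limit; inconclusive = change between -60% and -40%, or beyond the set limit; inactive = change above -40%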; note: % is set by controls: 0 for no effect and ±100 for the full control effect
Vif-APOBEC3F blk = blocks the Vif interaction with APOBEC3F. HeLa A3F-eYFP + Vif (tagged APOBEC3F with the HIV-1 protein that degrades it), YFP fluorescence increase. Potency, µM (titrated, usually from 46.1 µM), inactives show at the top dose activity, negative = active. 390,000 compounds, 0.2% hits. AID 602313; note: potency is the fitted concentration of half-maximal effect; % of control where 0% means no effect; nearly all actives have a fitted effect of over 65% in size
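Fluorescence increase (Ex 488/Em 500-530) after overnight compound treatment at 37 deg C flags inhibition of Vif-driven A3F-eYFP loss in stable HeLa A3F-eYFP/Vif cells seeded overnight beforehand.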
D1 antag = antagonists of human D1 dopamine receptor; activity change, negative = inhibition, % at 10 µM; HEK293 TREx D1 cells, calcium flux, dopamine EC80; hits give low values; 360,000 compounds, 3.2% hits; in the data active = activity change below about -30%; note: % is set by controls: 0 for no effect and ±100 for the full control effect
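Calcium flux readout: force-coupled, inducible Hek293 Trex D1 line, cells induced overnight at 30 C with tetracycline, dye-loaded 30–90 min at RT. Antagonism scored against EC80 dopamine challenge given 180 s after compound.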
Glioma ERSR ind = inducers of ER stress response in human glioma cells | U87-MG GRP78 promoter luciferase reporter, 16 h | Potency, µM, inactives show at the highest dose activation, hits mostly activators | 420,000 compounds, 0.02% hits | AID 602332; note: potency is the fitted concentration of half-maximal effect; series mostly up to about 76 µM; % of control where 0% means no effect; nearly all actives have a fitted effect of over 35% in size
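Stably transfected U87-MG human glioma cells carrying a GRP78-based luminescent sensor were seeded at 1000 cells/well, pin-dosed with compounds and incubated 16 h. Luciferase reagent was then added, and end-point luminescence was read after 10 min at room temperature.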
Vif-A3G inh = blocks the Vif interaction with human APOBEC3G | Q9HC16 | HeLa A3G-eYFP + Vif (tagged APOBEC3G with the HIV-1 protein that degrades it), YFP fluorescence, overnight | Potency, µM (top dose mostly 46.1 µM), inactives show top-dose activity, negative = active, usual class: inhibitors | 410,000 compounds, 0.076% hits;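 note: potency is the fitted concentration of half-maximal effect; % is set by controls: 0 for no effect and ±100 for the full control effect; nearly all actives have a fitted effect of over 60% in size; hits raise eYFP signal because A3G escapes Vif-driven loss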
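HeLa cells stably expressing Vif and C-terminally eYFP-tagged A3G, seeded overnight at 37 deg C, then exposed to compound by pintool overnight at 37 deg C. Rise in yellow fluorescence (Ex 488/Em 500-530, Acumen) marks blocked Vif-driven A3G degradation.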
D1 ag = activates the human D1 dopamine receptor | P21728 | HEK293 T-REx D1 cells, calcium flux, agonist mode | activation, % at 2 µM | 360,000 compounds, 1% hits | AID 504660; in the data active = activation above about 30%; note: 0% is about no effect
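Inducible HEK293 T-REx D1 cells, force-coupled to calcium signalling, were plated at 4000 cells/well with tetracycline and held overnight at 30 C. After no-wash calcium dye loading, compound-evoked calcium rise over 180 s flagged agonists.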
D2 PAM = positively modulates the human D2 dopamine receptor allosterically; P14416; HEK293 T-REx D2, calcium flux, EC20 dopamine potentiation; potentiation, % at 10 µM; 340,000 compounds, 0.34% hits;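 active = potentiation over 3 SD above the plate norm, cut at about 30% in these data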; note: 0% is about no effect
Target sequence (P14416 whole entry, looked up): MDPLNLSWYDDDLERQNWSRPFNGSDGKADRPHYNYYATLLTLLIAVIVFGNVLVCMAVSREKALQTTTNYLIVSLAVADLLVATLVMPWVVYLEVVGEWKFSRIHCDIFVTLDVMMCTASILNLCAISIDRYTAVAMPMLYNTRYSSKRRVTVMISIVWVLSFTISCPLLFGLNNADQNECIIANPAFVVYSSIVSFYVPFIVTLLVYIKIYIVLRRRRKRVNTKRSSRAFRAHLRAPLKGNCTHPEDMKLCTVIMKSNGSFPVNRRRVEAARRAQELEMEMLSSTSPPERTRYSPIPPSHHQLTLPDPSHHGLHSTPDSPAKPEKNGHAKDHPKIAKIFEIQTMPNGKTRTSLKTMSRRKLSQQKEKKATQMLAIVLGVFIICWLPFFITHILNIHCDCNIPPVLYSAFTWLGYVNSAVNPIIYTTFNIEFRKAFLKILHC
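Cells plated with tetracycline inducer and held overnight at 30 C; calcium dye loaded 30–90 min at room temperature; baseline taken, compound added and read 180 s; EC20 dopamine then added and read 180 s.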
* = called active by the depositor; ? = inconclusive; . = not tested or not shown; & = joins results of further samples. Unless noted, calls come from the whole dose curve; as a rule, active = well fitted curve in the direction sought with a large enough effect; inconclusive = small, poorly fitted or top-dose-only effect, or another doubt; inactive = no such curve, though single readings can be large; an effect the other way counts as inactive or inconclusive. Some of the compounds tested (hit frequency here may not be typical).

No.	molecule	RXFP1 antagonist	D1 ag	D2 PAM	Vif-APOBEC3F blk	D1 antag	Vif-A3G inh	Glioma ERSR ind	RXFP1 ag	D1 PAM
1	CC(=O)Nc1cccc(C(=O)/C=C/c2cccs2)c1	.	6	9	4%	-4	-27%	?	0.1%	-5
2	COc1cccc(C(=O)C2CCCN(C(=O)c3cccc(C#CC(C)(C)O)c3)C2)c1 (configuration not stated)	6	9	-4	0%	-14	4%	0%	0.7%	-7
3	CC1CC(O)(CC(O)(c2ccccc2)c2ccccc2)C(C)CN1C (configuration not stated)	1	3	3	5%	3	-5%	-4%	-2.8%	-5
4	CCCNC(=O)c1cc(Cl)c(NC(=O)C2=C(C)OCCS2)cc1OC	3	4	-1	3%	4	-3%	2%	0.1%	-4
5	CC(=O)Nc1ccc(NC(=O)C2CCCN2/C=C/C(=O)C(F)(F)F)cc1 (configuration not stated)	4	2	3	1%	-5	4%	-10%	1.1%	-3
6	Cc1ccc2c(c1)c1c(n2CC(O)CN2C(=O)CNC2=O)C(=O)CCC1 (configuration not stated)	.	0	-2	1%	19	-2%	-5%	3.3%	2
7	O=C(COc1ccc(Br)cc1CNC1CCCC1)Nc1ccccc1	-27	34*	-12	4%	11	4%	-4%	-0.3%	-3
8	COc1ccc(N=c2oc3ccccc3cc2C(=O)Nc2ccccn2)cc1OC	.	0	6	.	1	.	.	-0.2%	-1
9	COc1ccc(NC(=O)COC(=O)CN2C(=O)C3CCCCC3C2=O)cc1 (configuration not stated)	3	.	.	-2%	.	-2%	-6%	.	.
10	Nc1nc2c(s1)C(=O)CCC2	-3	1	8	-10%	4	-6%	-3%	0.8%	-7
11	CN(Cc1ccccc1)C(=O)c1[nH]cnc1C(=O)Nc1nccs1	.	-1	-6	1%	.	-8%	-2%	-0.1%	-2
12	O=C(/C=C/c1ccccc1)NC(=S)NNC(=O)c1cccnc1	11	2	2	-1%	-4	-21%	-3%	-1.2%	-3
13	O=C(CCn1c2c(c3ccccc31)CCCC2)NNC(=O)c1ccccc1[N+](=O)[O-]	-5	3	5	-1%	1	-2%	-2%	-0.4%	13
14	CCCN1C(=O)c2cc(C(=O)Nc3ccccc3CC)ccc2C1O (configuration not stated)	.	2	-7	-7%	4	0%	-3%	0.0%	-4
15	CCN1CCN(CC(=O)N2c3ccccc3CC2C)CC1 (configuration not stated)	7	1	3	-3%	2	-1%	-3%	-0.8%	-1
16	CC(C(=O)Nc1ccc(F)c(F)c1F)N1CCCCCC1 (configuration not stated)	9	4	-8	-8%	-22	-1%	-3%	0.2%	-4
17	CCN(CC(=O)NCc1ccc(Cl)cc1)C(=O)CCOc1ccc(C)cc1	-8	10	7	-5%	-14	-5%	-1%	0.7%	4
18	O=C(N/N=C/c1sc2ccccc2c1O)c1cccc2ccccc12	-28	31*	-24	?	1	-17%	-1%	1.5%	0
19	CN(C)Cc1ccccc1Sc1ccccc1Br	.	2	-7	-14%	-3	2%	-5%	0.0%	-8
20	CC1C(=O)N2CCCc3cc(S(=O)(=O)N(C)CCC#N)cc1c32 (configuration not stated)	4	2	4	3%	-6	0%	-9%	6.0%	6
21	Cc1cccc(N(C)C(=O)CN2C(=O)COc3ccc(S(=O)(=O)N4CCCCCC4)cc32)c1	-1&4	7&24	-4&1	-1%&0%	-16&7	2%&-5%	-6%&-2%	4.2%&1.4%	-6&-5
22	CN(C(=O)COC(=O)/C=C/c1ccccc1)C1CCS(=O)(=O)C1 (configuration not stated)	-2	.	.	-14%	.	-2%	0%	.	.
23	CCOc1cc2c(cc1O)CCC1C2CCC2(C)C(O)CCC12 (configuration not stated)	7	.	.	-6%	.	-48%	-1%	.	.
24	COc1ccc2cc(S(=O)(=O)c3ccccc3)c(=O)oc2c1	-3	0	2	-10%	5	-22%	-4%	0.0%	-2
25	CCOC(=O)c1cc(C)[nH]c1C	-9	3	9	2%	-2	1%	-4%	4.1%	1

Brought forward from above: two entries, then new ones.
No.	molecule	RXFP1 antagonist	D1 ag	D2 PAM	Vif-APOBEC3F blk	D1 antag	Vif-A3G inh	Glioma ERSR ind	RXFP1 ag	D1 PAM
24	COc1ccc2cc(S(=O)(=O)c3ccccc3)c(=O)oc2c1	-3	0	2	-10%	5	-22%	-4%	0.0%	-2
25	CCOC(=O)c1cc(C)[nH]c1C	-9	3	9	2%	-2	1%	-4%	4.1%	1
26	NC(=O)C1CCN(C(=S)c2ccc(-c3ccc(Br)cc3)o2)CC1	-11	1	-1	2%	-6	2%	2%	-0.5%	-8
27	COc1ccc(Cl)cc1N(C)C(=O)Cc1noc2ccc(C)cc12	-8	0	4	3%	-2	-4%	-2%	2.1%	-1
28	CCc1ccc(NC(=O)[C@H](C)NC(=O)C2CCN(C(=O)[C@@H](N)CC(C)C)CC2)cc1	15	0	2	-13%	5	2%	-5%	-1.9%	5
29	CC1(C)C2([N+](=O)[O-])CN3CC1([N+](=O)[O-])CN(C2)C3c1ccccc1 (configuration not stated)	0	0	-2	-10%	-25	2%	-1%	1.5%	2
30	CC1CN(C(=O)c2ccccc2OCc2ccc(Cl)cc2Cl)CC(C)O1 (configuration not stated)	-4	2	-6	-2%	-1	-1%	-4%	2.0%	7
31	O=C1/C(=C/c2ccncc2)SC(=S)N1Cc1ccccc1	-99*	2	-1	12%	-9	?	?	-1.4%	2
32	COc1ccccc1CNC(=O)c1ccc2c(c1)N(Cc1cc(C)ccc1C)C(=O)c1ccccc1S2	-19	4	-9	2%	-38*	4%	-1%	0.5%	-1
33	C[C@@H]1CN([C@@H](C)CO)C(=O)CCCn2cc(nn2)CO[C@H]1CN(C)S(=O)(=O)c1cccs1	2	.	.	-7%	.	-1%	2%	.	.
34	O=C(O)c1ccc(-n2nc(C(F)(F)F)cc2-c2cccs2)cc1	-7	3	-9	-3%	-4	-14%	-4%	-4.1%	3
35	CCCCn1c(N)c(N(CC)C(=O)C2=COCCO2)c(=O)[nH]c1=O	-13	0	-2	-11%	-6	1%	-5%	-0.1%	-2
36	C/C(=N\NC(=O)c1cc(C)[nH]n1)C(C)(C)C	2	4	.	-13%	13	2%	-4%	0.2%	-2
37	Cc1nc2cc(NC(=O)N3CCCCC3)ccc2n1C	3	-2	-14	-1%	1	2%	3%	3.8%	8
38	O=C(CSc1nnc(-c2ccncc2)n1Cc1ccccc1)NCCc1ccccc1	-33	0	6	-4%	15	-2%	-4%	0.3%	-6
39	COc1ccc(N2CCN(C(CNC(=O)c3cccc(OC)c3)c3cccnc3)CC2)cc1 (configuration not stated)	-2	0	9	-4%	-3	-1%	-1%	0.6%	-3
40	CCN(CC)S(=O)(=O)c1cc([N+](=O)[O-])ccc1NNC(=O)Nc1ccccc1	4	2	6	-16%	-28	0%	-6%	0.2%	-8
41	CCOC(=O)N1CCN(C(=O)c2ccc(N3CC4CC(C3)c3cccc(=O)n3C4)c(NC(=O)c3ccc(F)cc3)c2)CC1 (configuration not stated)	5	-1	0	1%	-7	1%	-5%	-1.7%	-3

Arranged by heavy-atom count (lowest first): some entries from above.
No.	molecule	RXFP1 antagonist	D1 ag	D2 PAM	Vif-APOBEC3F blk	D1 antag	Vif-A3G inh	Glioma ERSR ind	RXFP1 ag	D1 PAM
10	Nc1nc2c(s1)C(=O)CCC2	-3	1	8	-10%	4	-6%	-3%	0.8%	-7
36	C/C(=N\NC(=O)c1cc(C)[nH]n1)C(C)(C)C	2	4	.	-13%	13	2%	-4%	0.2%	-2
1	CC(=O)Nc1cccc(C(=O)/C=C/c2cccs2)c1	.	6	9	4%	-4	-27%	?	0.1%	-5
37	Cc1nc2cc(NC(=O)N3CCCCC3)ccc2n1C	3	-2	-14	-1%	1	2%	3%	3.8%	8
15	CCN1CCN(CC(=O)N2c3ccccc3CC2C)CC1 (configuration not stated)	7	1	3	-3%	2	-1%	-3%	-0.8%	-1
24	COc1ccc2cc(S(=O)(=O)c3ccccc3)c(=O)oc2c1	-3	0	2	-10%	5	-22%	-4%	0.0%	-2
26	NC(=O)C1CCN(C(=S)c2ccc(-c3ccc(Br)cc3)o2)CC1	-11	1	-1	2%	-6	2%	2%	-0.5%	-8
27	COc1ccc(Cl)cc1N(C)C(=O)Cc1noc2ccc(C)cc12	-8	0	4	3%	-2	-4%	-2%	2.1%	-1
3	CC1CC(O)(CC(O)(c2ccccc2)c2ccccc2)C(C)CN1C (configuration not stated)	1	3	3	5%	3	-5%	-4%	-2.8%	-5
30	CC1CN(C(=O)c2ccccc2OCc2ccc(Cl)cc2Cl)CC(C)O1 (configuration not stated)	-4	2	-6	-2%	-1	-1%	-4%	2.0%	7
9	COc1ccc(NC(=O)COC(=O)CN2C(=O)C3CCCCC3C2=O)cc1 (configuration not stated)	3	.	.	-2%	.	-2%	-6%	.	.
40	CCN(CC)S(=O)(=O)c1cc([N+](=O)[O-])ccc1NNC(=O)Nc1ccccc1	4	2	6	-16%	-28	0%	-6%	0.2%	-8
13	O=C(CCn1c2c(c3ccccc31)CCCC2)NNC(=O)c1ccccc1[N+](=O)[O-]	-5	3	5	-1%	1	-2%	-2%	-0.4%	13
32	COc1ccccc1CNC(=O)c1ccc2c(c1)N(Cc1cc(C)ccc1C)C(=O)c1ccccc1S2	-19	4	-9	2%	-38*	4%	-1%	0.5%	-1
41	CCOC(=O)N1CCN(C(=O)c2ccc(N3CC4CC(C3)c3cccc(=O)n3C4)c(NC(=O)c3ccc(F)cc3)c2)CC1 (configuration not stated)	5	-1	0	1%	-7	1%	-5%	-1.7%	-3
